# HADH2 inhib: inhibitors of human HADH2 dehydrogenase. Q99714. recombinant HADH2, NADH fluorescence, beta-hydroxybutyryl-CoA. Potency, µM (doses to about 57.1 µM), for inactives: at the top dose activity change, negative = inhibition, most hits filed as inhibitors. 73,000 compounds, 3.4% hits. AID 886; note: potency is the fitted concentration of half-maximal effect; % is set by controls: 0 for no effect and ±100 for the full control effect; nearly all actives have a fitted effect of over 60% in size; many of its hits are not listed in these tables
# Target sequence (Q99714 whole entry, looked up, one chain of several): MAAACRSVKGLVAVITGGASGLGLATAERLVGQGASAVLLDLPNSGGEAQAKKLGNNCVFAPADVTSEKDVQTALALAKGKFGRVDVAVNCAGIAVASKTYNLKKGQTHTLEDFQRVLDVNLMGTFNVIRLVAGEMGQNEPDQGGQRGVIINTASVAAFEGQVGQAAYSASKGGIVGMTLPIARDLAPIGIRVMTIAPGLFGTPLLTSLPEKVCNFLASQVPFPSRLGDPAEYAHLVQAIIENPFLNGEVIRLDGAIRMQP
#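 Read-out: 360 nm excitation, 450 nm emission, kinetic over 4 min. Conditions: His-tagged human HADH2 20 nM, pH 9.0 Tris with Tween-20, 1 mM NAD+, 90 uM beta-hydroxybutyryl-CoA.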
# 4MU fluor: compound fluoresces in the 4-MU spectral region; compound autofluorescence, 340/450 nm, 4-MU equivalents; stronger effect = higher value; AID 589; max dye-equivalent concentration, M; 59,000 compounds, 11% hits; in the data active = max dye-equivalent concentration above about 10 nM; inconclusive = mostly about 1.1 nM to 9.6 nM
#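 Intrinsic fluorescence at 340/450 nm (ex/em) was read after 15 min at room temperature in pH 8.0, 100 mM Tris. Each compound concentration expressed as 4-MU-equivalent concentration from a six-point 4-MU standard series on each plate.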
# DNA Pol III inh: blocks replication by bacterial DNA polymerase III holoenzyme; reconstituted DNA polymerase III holoenzyme replication, biochemical; Potency, µM (doses to about 57.1 µM), for inactives: at the highest dose activity change, negative = inhibition; 71,000 compounds, 0.25% hits; note: potency is the fitted concentration of half-maximal effect; % is set by controls: 0 for no effect and ±100 for the full control effect
#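 Reconstituted *E. coli* holoenzyme (0.35 nM Pol III, 1 nM beta, 154 nM SSB, 2 nM primase) was preincubated with compound for 15 min at RT. Synthesis on 1.4 nM ssM13Gori ran 35 min, then was stopped with PicoGreen/EDTA and read as dsDNA fluorescence.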
# 15-hLO inh: blocks human 15-lipoxygenase activity | AID 887 | 74,000 compounds, 1.4% hits | purified 15hLO-1, xylenol orange hydroperoxide absorbance | P16050 | Potency, µM (top dose mostly 57.1 µM), without a hit: at the top dose activity change, negative = inhibition, most hits filed as inhibitors; note: potency is the fitted concentration of half-maximal effect; % is set by controls: 0 for no effect and ±100 for the full control effect; nearly all actives have a fitted effect of over 55% in size
# Target sequence (P16050 whole entry, looked up): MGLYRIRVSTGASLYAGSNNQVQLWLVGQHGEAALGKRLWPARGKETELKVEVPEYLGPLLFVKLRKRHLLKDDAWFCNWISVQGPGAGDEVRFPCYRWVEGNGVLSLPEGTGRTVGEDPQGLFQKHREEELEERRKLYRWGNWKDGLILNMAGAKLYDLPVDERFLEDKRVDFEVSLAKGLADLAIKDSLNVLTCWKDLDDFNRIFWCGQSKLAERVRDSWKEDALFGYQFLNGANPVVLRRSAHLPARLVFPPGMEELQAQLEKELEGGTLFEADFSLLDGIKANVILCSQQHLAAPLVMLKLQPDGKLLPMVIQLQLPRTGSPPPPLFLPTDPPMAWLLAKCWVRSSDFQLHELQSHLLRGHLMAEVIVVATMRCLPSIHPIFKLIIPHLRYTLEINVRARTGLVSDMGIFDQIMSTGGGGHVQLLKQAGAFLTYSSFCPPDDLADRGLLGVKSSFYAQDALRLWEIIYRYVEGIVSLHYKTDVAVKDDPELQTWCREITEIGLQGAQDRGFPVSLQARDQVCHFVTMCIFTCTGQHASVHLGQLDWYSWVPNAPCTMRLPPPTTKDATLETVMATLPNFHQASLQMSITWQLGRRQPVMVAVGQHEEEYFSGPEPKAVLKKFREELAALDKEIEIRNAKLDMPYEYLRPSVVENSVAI
#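 Inhibition is scored from a chromogenic endpoint. After 15 min enzyme-compound contact, arachidonic acid (50 uM final) reacts 6 min with 40 nM 15hLO-1 at room temperature, then Fe-XO reagent is added for 30 min and absorbance ratio recorded.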
# HBB splice mod: hemoglobin beta splicing modulation | Potency, µM (titrated, usually from 46.1 µM), without a hit: top-dose activation, most hits filed as activators | 65,000 compounds, 0.06% hits | HBB splicing reporter cell assay, activation; EGFP reporter with mutant IVS2-654 intron; response scale: normalised to 500 nM splice-correcting PNA; note: potency is the fitted concentration of half-maximal effect; 0% is about no effect
#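 HeLa cells stably expressing EGFP interrupted by mutant beta-globin intron 2 (IVS2-654), 500/well in 2% FCS. Treated with compound for 2 days at 37C. Splicing correction scored as total well GFP intensity (488 nm excitation, 500-520 nm emission); 500 nM antisense PNA served as control.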
# Epigenetic mod: derepresses silenced GFP locus in mouse C127i cells; 68,000 compounds, 0.09% hits; mouse C127i GFP locus derepression, cytometry, 30 h; Potency, µM (top dose mostly 46.1 µM), for the others: top-dose GFP derepression (activation); note: % of control where 0% means no effect
#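 Locus derepression in mouse mammary C127i cells whose integrated CMV-GFP reporter is normally silent; GFP expression after 30 h compound treatment was quantified by counting fluorescent cells.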
# TexasRed autofl: compound fluoresces in the Texas Red spectral region; AID 587; 59,000 compounds, 0.06% hits; Compound fluorescence, Texas Red channel, 547/618 nm; stronger effect = higher value; max dye-equivalent concentration, M; in the data active = max dye-equivalent concentration above about 10 nM; inconclusive = between about 1.1 nM and that limit
#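 Fluorescence at ex 547/em 618 nm, normalized against an on-plate Texas Red standard series to give dye-equivalent concentration per compound concentration. Buffer 100 mM Tris, pH 8.0; 15 min RT incubation before CCD imaging.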
# Fluorescein fluor: compound autofluorescence in fluorescein spectral region | Compound autofluorescence, 480/540 nm, fluorescein-equivalent; stronger effect = higher value | AID 593 | 59,000 compounds, 0.91% hits | max fluorescein-equivalent concentration, M; in the data active = max fluorescein-equivalent concentration above about 10 nM; inconclusive = between about 1.1 nM and that limit
#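 Normalized response (dye-equivalent concentration) derives from comparing each well's 540 nm emission, under 480 nm excitation, with plate-resident fluorescein standards. Compounds were held in 100 mM Tris, pH 8.0, for 15 min at room temperature.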
# UbGFP stabilizer: inhibits proteasome, raising ubiquitin-GFP reporter fluorescence; 67,000 tested, under 10 active; Ubiquitin-GFP reporter cells, proteasome inhibition, GFP fluorescence; response scale: untreated = 0%, 10 µM MG-132 = 100%; Potency, µM (highest dose often 45.9 µM), without a hit: top-dose activation (GFP accumulation), most hits filed as activators; active = well fitted activation curve with a large enough effect, not every such curve was filed as active; inconclusive = small, poorly fitted or top-dose-only effect, or another doubt; inactive = no such curve, though single readings can be large or run the other way; note: potency is the fitted concentration of half-maximal effect
#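 U2OS cells expressing ubiquitin(G76V)-GFP, seeded overnight in 0.5% FBS medium, then treated 4 hr at 37 C across 46 uM to 2.9 nM. GFP-positive cells counted by laser cytometry (488 ex/515 em); %activity scaled between basal and 10 uM MG-132.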
# Hsp90 Hop PPI: changes Hsp90-Hop TPR2A binding signal, up or down; AID 595; 71,000 compounds, 0.44% hits; AlphaScreen TPR2A-His6 binding biotin-Hsp90 C-terminal peptide; Potency, µM (highest dose often 57 µM), without a hit: top-dose activity change, negative = inhibition; active = well fitted curve in either direction with a large enough effect; inconclusive = small, poorly fitted or top-dose-only effect, or another doubt; note: potency is the fitted concentration of half-maximal effect; % is set by controls: 0 for no effect and ±100 for the full control effect; many of its hits are not listed in these tables
# Rhodamine fluor: compound autofluorescence in rhodamine spectral region; Rhodamine-region fluorescence, 547/598 nm, Tris buffer; stronger effect = higher value; max dye-equivalent concentration, M; 59,000 compounds, 0.05% hits; in the data active = max dye-equivalent concentration above about 11 nM; inconclusive = between about 1.1 nM and that limit
#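 Compound fluorescence in 100 mM Tris, pH 8.0, read after 15 min at room temperature with 547 nm excitation and 598 nm emission. Output is dye-equivalent concentration from an on-plate rhodamine standard series.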
# * = called active by the depositor; i = inactive; ? = inconclusive; . = not tested or not shown; [ ] = another dose, or the depositor's remark. Unless noted, calls come from the whole dose curve; as a rule, active = well fitted curve in the direction sought with a large enough effect; inconclusive = small, poorly fitted or top-dose-only effect, or another doubt; inactive = no such curve, though single readings can be large; an effect the other way counts as inactive or inconclusive.
SMILES,HADH2 inhib,4MU fluor,DNA Pol III inh,15-hLO inh,HBB splice mod,Epigenetic mod,TexasRed autofl,Fluorescein fluor,UbGFP stabilizer,Hsp90 Hop PPI,Rhodamine fluor
CCOc1cc(-c2noc(CCC(=O)N3CCOCC3)n2)ccc1OC,1.6%,i,3.8%,18.3%,-1.5%[57.5 µM],2.6%,i,?,2.6%,-1.1%,i
CCCN(CCC)c1nc2ccccc2nc1C(C#N)C(=O)OCCOC (stereo unspecified),-29.6%,6.45e-08M*,8.3%,-3.5%,4.1%[57.5 µM],0.0%,i,?,4.3%,-4.0%,i
O=C(Nc1c(C(=O)N2CCCCC2)cnn1-c1ccccc1)c1ccccc1,3.7%,.,-3.7%,-0.5%,1.1%,.,.,.,5.1%,-2.1%,.
Cc1cc(NC(=O)COC(=O)COc2ccc(C(=O)c3ccccc3)cc2)no1,-5.2%,i,-2.9%,3.7%,-0.4%[57.5 µM],-2.7%,i,i,1.0%,-1.6%,i
O=C(CCNC(=O)Cn1ccc2ccccc2c1=O)NCCCN1CCN(c2ccc(F)cc2)CC1,-3.0%,i,-7.0%,5.4%,-1.3%,2.3%,i,i,-3.2%,1.7%,i
Nc1ccc(S(=O)(=O)Nc2nccs2)cc1,0.2%,i,-2.6%,10.1%,0.7%,-1.2%[20.6 µM],?,?,0.0%[20.5 µM],-0.2%,i
COCCNc1oc(COc2cccc(C)c2)nc1C#N,5.2%,i,-3.4%,3.6%,0.1%,0.0%,i,?,-0.5%,-3.6%,i
O=C(CCCCCn1c(SCc2ccncc2)nc2ccccc2c1=O)NCc1ccco1,-8.1%,i,-11.1%,-9.6%,-1.6%,0.0%,?,i,7.1%,-10.8%,i
CC(=O)c1sc(NC(=O)c2ccccc2F)nc1C,?,.,-2.1%,?,-0.3%,.,.,.,-10.0%,-2.6%,.
O=C(Cn1nnc(-c2cc(Cl)ccc2-n2cnnn2)n1)N1CCCc2ccccc21,19.3%,i,0.8%,-18.3%,-0.2%[57.5 µM],5.7%,i,i,-1.1%,-0.3%,i
CCOC(=O)c1ccccc1NC(=O)CSc1nnnn1C1CCCCC1,-9.0%,i,-0.8%,-3.2%,-0.9%,0.0%,?,i,0.0%,15.0%,i
Nc1nncn1C(=O)c1c(Cl)cccc1Cl,-1.4%,i,1.8%,6.1%,-0.6%,14.9%,i,i,-0.4%,-7.9%,i
CCN1CCC(NC(=O)c2cc(OC)c(OC)cc2OC)CC1,8.3%,i,0.0%,1.4%,3.0%,3.2%,i,i,-1.8%,-4.4%,i
O=c1oc2cc(N=Cc3ccc4c(c3)OCO4)ccc2c2ccccc12,3.2%[11.4 µM],i,-14.0%[11.4 µM],15.2%[11.4 µM],2.4%[9.22 µM],10.3%[9.22 µM],i,i,1.5%[9.17 µM],-1.5%[11 µM],i
Cc1cc(C)c(S(=O)(=O)Nc2nnc(C)s2)c(C)c1,-1.3%,.,-2.5%,4.6%,-3.0%,-2.0%,.,.,-11.9%,-1.2%,.
O=C(NCCN1CCN(c2ccccc2F)CC1)C1c2ccccc2C(=O)N2CCc3ccccc3C12 (stereo unspecified),9.8%,i,-3.3%,-28.8%,-0.4%,1.0%,i,i,2.5%,?,i
C=CCN(c1ccc(C(=O)N2CCN(c3ccc(F)cc3)CC2)cc1)S(C)(=O)=O,4.2%,i,-1.2%,-14.2%,-1.3%,8.0%,i,?,-0.7%,-14.1%,i
CCCS(=O)(=O)N1CCCC(C(=O)NCCCN(C)c2ccccc2)C1 (stereo unspecified),0.9%,i,0.1%,13.6%,-0.9%,-2.7%,i,i,3.4%,-2.0%,i
O=C(O)c1cccc(S(=O)(=O)Nc2ccccc2Cl)c1,-8.5%,i,-6.5%,5.0%,-0.9%,1.6%,i,?,2.9%,-1.7%,i
CCN(CC)CCNC(=O)c1ccc(CS(=O)(=O)c2ccc(Br)cc2)o1,-4.1%,.,0.3%,-1.3%,0.4%,.,.,.,0.0%,-4.0%[2.3 µM],.
CCCP(=O)(CC(=O)O)c1ccccc1 (stereo unspecified),5.6%[11.4 µM],.,0.3%[11.4 µM],0.4%[11.4 µM],0.9%[0.0738 µM],-1.5%,.,.,0.0%[9.17 µM],-1.1%[11 µM],.
COC(=O)CCC(=O)COc1ccccc1C#N,-4.9%,i,-1.6%,9.9%,3.8%,-2.6%,i,?,-0.1%,-5.0%,i
O=c1c2[nH]c3ccccc3c2ncn1Cc1cccnc1,10.0%,i,-7.9%,5.7%,-1.0%[1.84 µM],-2.0%,i,?,0.0%,-2.6%,i
CCOC(=O)CSc1nc(C)c(C(C)=O)cc1C#N,.,i,.,.,.,0.0%[20.6 µM],i,i,.,.,i

# A second format for part of the listing above:
SMILES | HADH2 inhib | 4MU fluor | DNA Pol III inh | 15-hLO inh | HBB splice mod | Epigenetic mod | TexasRed autofl | Fluorescein fluor | UbGFP stabilizer | Hsp90 Hop PPI | Rhodamine fluor
CCN1CCC(NC(=O)c2cc(OC)c(OC)cc2OC)CC1 | 8.3% | i | 0.0% | 1.4% | 3.0% | 3.2% | i | i | -1.8% | -4.4% | i
O=c1oc2cc(N=Cc3ccc4c(c3)OCO4)ccc2c2ccccc12 | 3.2%[11.4 µM] | i | -14.0%[11.4 µM] | 15.2%[11.4 µM] | 2.4%[9.22 µM] | 10.3%[9.22 µM] | i | i | 1.5%[9.17 µM] | -1.5%[11 µM] | i
Cc1cc(C)c(S(=O)(=O)Nc2nnc(C)s2)c(C)c1 | -1.3% | . | -2.5% | 4.6% | -3.0% | -2.0% | . | . | -11.9% | -1.2% | .

# Next results
SMILES,HADH2 inhib,4MU fluor,DNA Pol III inh,15-hLO inh,HBB splice mod,Epigenetic mod,TexasRed autofl,Fluorescein fluor,UbGFP stabilizer,Hsp90 Hop PPI,Rhodamine fluor
C=CCNc1ncnc2c1cnn2-c1ccc(C)cc1C,0.0%,.,1.1%,43.1%[activator],-0.4%,.,.,.,0.0%,-2.3%,.
CCOCCCNC(=O)c1c[nH]c2ccc(S(=O)(=O)Nc3cccc(OC)c3)cc2c1=O,0.1%,i,-4.6%,-2.0%,-1.7%,-2.8%,i,i,-9.1%,-4.4%,i
Cc1onc(-c2ccccc2Cl)c1C(=O)Nc1ccc(OCC(=O)N2CCOCC2)cc1,18.5%[11.4 µM],.,2.7%[11.4 µM],-0.3%[11.4 µM],0.3%[0.0738 µM],0.0%,.,.,7.4%[9.17 µM],1.7%[11 µM],.
CCOc1ccc(C2CC(c3ccc(Br)cc3)Nc3nc(N)nn32)cc1 (stereo unspecified),6.8%,1.97e-08M*,-1.3%,7.2%,0.8%,-1.7%,i,i,-4.7%,-1.3%,i
CCSC1=C(C#N)C2(CCCC2)C(C#N)=C(N)N1,-25.8%,i,4.6%,5.5%,-0.3%[57.5 µM],3.4%,?,i,-3.1%,-3.2%,i
O=c1c2c(nc3c(-c4cccc5ccccc45)c[nH]n13)CCC2,?,1.45e-08M*,-5.2%,11.2%,0.0%,2.1%,?,i,5.3%,-2.3%,i
Cc1[nH]nc2c1C1(CCOCC1)C(C#N)=C(N)O2,7.3%,i,1.4%,9.7%,4.3%[57.5 µM],0.0%,i,?,-3.5%,-3.1%,i
CO[C@H]1C[C@@H]2CC[C@@H](C)[C@@](O)(O2)C(=O)C(=O)N2CCCC[C@H]2C(=O)O[C@H]([C@H](C)C[C@@H]2CC[C@@H](O)[C@H](OC)C2)CC(=O)[C@H](C)C=C(C)[C@@H](O)[C@@H](OC)C(=O)[C@H](C)C[C@H](C)C=CC=CC=C1C,.,i,.,.,.,-3.8%[20.6 µM],i,?,.,.,i
CCCCOc1ccccc1NC(=O)Cn1c(-c2nonc2N)nc2ccccc21,16.3%,i,-2.8%,-4.1%,-0.4%,0.1%,i,i,0.3%,-3.0%,i
COc1ccccc1N1CCN(C(=O)c2ccncc2)CC1,5.6%,i,-8.6%,3.5%,-0.4%,-1.3%,i,?,0.0%,-2.3%,i
CCOc1ccccc1Nc1ccc(C(=O)O)cc1NC(C)=O,-5.5%,i,-0.7%,-4.9%,-0.6%,1.2%,i,i,-10.5%,2.5%,i
CC1(C)Oc2ccc(C(=O)NC3CCCC3)cc2N(CC(=O)N2CCOCC2)C1=O,8.3%,i,0.3%,1.1%,-0.9%,0.0%,i,?,-11.7%,3.7%,i
Brc1ccc(-c2cn3cccnc3n2)cc1,3.98µM*,4e-07M*,1.7%,-1.5%,-1.4%,-1.5%,i,i,-10.2%,2.4%,i
COc1cccc(NC(=O)c2ccccc2-c2nc(-c3ccc(Cl)cc3)no2)c1,7.2%,i,2.1%,-10.8%,2.6%[1.84 µM],0.0%,i,?,6.9%,1.2%,i

# Assay outcomes (PubChem)

# These rows are one share of the data; the hit share may differ from the screen's.
